Screening data from PubChem.
PI5P4Ka inh: blocks human PI5P4K alpha kinase activity; max response, %; actives 1.2% (n = 330,000); PI5P4Kalpha enzyme, ADP-Glo luminescence, 60 min; stronger effect = lower value; active = max response of -50% or lower; inconclusive = between -30% and -50%; inactive = -30% or higher; also: value at the top dose of about 77 µM; % is scaled to controls: 0 for no effect and ±100 for the full control effect
Target sequence (P48426 whole entry, looked up): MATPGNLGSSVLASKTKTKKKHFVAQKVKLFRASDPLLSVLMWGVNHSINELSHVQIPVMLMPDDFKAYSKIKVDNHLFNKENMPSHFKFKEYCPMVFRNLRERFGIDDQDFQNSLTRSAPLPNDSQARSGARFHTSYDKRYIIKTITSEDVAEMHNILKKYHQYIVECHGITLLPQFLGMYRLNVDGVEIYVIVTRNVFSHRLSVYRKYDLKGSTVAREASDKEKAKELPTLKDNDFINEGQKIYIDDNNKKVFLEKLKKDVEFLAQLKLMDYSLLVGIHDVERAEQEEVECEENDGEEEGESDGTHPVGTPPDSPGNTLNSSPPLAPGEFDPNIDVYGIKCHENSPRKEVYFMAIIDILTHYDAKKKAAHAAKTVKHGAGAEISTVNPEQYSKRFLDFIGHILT
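Single end-point luminescence (ADP-Glo) quantified ADP from PI5P4Kalpha turnover; ATP 5 microM final, 1 h at RT, 0.1% CHAPS and 0.28 mM EGTA in HEPES pH 7.4.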
aSyn rescue: inhibitors of alpha-synuclein toxicity in yeast; Yeast expressing alpha-synuclein, growth rescue, BacTiter-Glo, 24 h; Potency, µM (series often up to 46.1 µM), for inactives: at the top dose growth rescue (activation), hits mostly activators; actives 0.14% (n = 370,000); also: potency is read from the fitted curve at half-maximal effect; % of control where 0% means no effect; nearly all actives have a fitted effect of over 65% in size
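Galactose-induced alpha-syn yeast (OD600=0.02, raffinose-pregrown) + pinned cpd, 24 hr, 30 deg C; growth by BacTiter-Glo luminescence. Growth restoration scores as activation.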
WRN helicase inh: blocks human WRN helicase; Q14191; WRN helicase unwinding, fluorescent forked duplex, kinetic; Potency, µM (highest dose often 114 µM), for inactives: top-dose activity change, negative = inhibition, usual class: inhibitors; actives 0.46% (n = 360,000); AID 651768; also: potency is read from the fitted curve at half-maximal effect; % is scaled to controls: 0 for no effect and ±100 for the full control effect; nearly all actives have a fitted effect of over 55% in size
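Fluorescence dequenching readout, ex 525 nm/em 598 nm, kinetic mode: forked duplex DNA (100 nM final) with adjacent fluorophore and quencher unwound by WRN (20 nM final) with 2 mM ATP. Compound preincubation 15 min, room temperature.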
FUS suppressor: suppressors of FUS proteinopathy in yeast. actives 0.24% (n = 390,000). S. cerevisiae FUS-expressing, growth rescue, OD600, 24 h. Potency, µM (series often up to 76.6 µM), for inactives: at the top dose growth rescue (activation), actives largely listed as activators;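 also: potency is read from the fitted curve at half-maximal effect; plate controls were DMSO vehicle for no effect and reference control for full effect; nearly all actives have a fitted effect of over 55% in size; some results filed as inactive show a strong effect at the top dose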
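Yeast expressing FUS under galactose induction, OD 0.005 in 2% galactose medium; compounds in a dilution series, 24 h at 30C. Growth rescue by absorbance at 600 nm; CP55940 positive control, DMSO negative.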
IL2 activator: IL-2 activation. IL-2 activation reporter assay, cell-based qHTS; stimulated with anti-CD3/CD4/CD28 beads; in transgenic mouse T cells. activation, % (series mostly up to about 46 µM). actives 0.065% (n = 360,000); in the data active = activation above about 50%; inconclusive = mostly about 30% to 49%; also: 0% is about no effect
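Readout is EGFP and DsRed signal by fluorescent plate cytometry after 18 h at 37 degrees C. Transgenic mouse T cells (750/well) received compound for 60 min before bead stimulation (anti-CD3, anti-CD4, anti-CD28); memory T cells served as non-tolerant control.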
PLK1 PBD inh: PLK1 (human) polo-box domain binding inhibition; P53350; Plk1 PBD binding of FITC phosphopeptide, fluorescence polarization; Potency, µM, inactives show max response, negative = inhibition, actives largely listed as inhibitors; actives 2.8% (n = 360,000); also: potency is read from the fitted curve at half-maximal effect; series mostly up to about 57 µM; % is scaled to controls: 0 for no effect and ±100 for the full control effect; nearly all actives have a fitted effect of over 65% in size
Target sequence (P53350 whole entry, looked up, the tested form may be a part): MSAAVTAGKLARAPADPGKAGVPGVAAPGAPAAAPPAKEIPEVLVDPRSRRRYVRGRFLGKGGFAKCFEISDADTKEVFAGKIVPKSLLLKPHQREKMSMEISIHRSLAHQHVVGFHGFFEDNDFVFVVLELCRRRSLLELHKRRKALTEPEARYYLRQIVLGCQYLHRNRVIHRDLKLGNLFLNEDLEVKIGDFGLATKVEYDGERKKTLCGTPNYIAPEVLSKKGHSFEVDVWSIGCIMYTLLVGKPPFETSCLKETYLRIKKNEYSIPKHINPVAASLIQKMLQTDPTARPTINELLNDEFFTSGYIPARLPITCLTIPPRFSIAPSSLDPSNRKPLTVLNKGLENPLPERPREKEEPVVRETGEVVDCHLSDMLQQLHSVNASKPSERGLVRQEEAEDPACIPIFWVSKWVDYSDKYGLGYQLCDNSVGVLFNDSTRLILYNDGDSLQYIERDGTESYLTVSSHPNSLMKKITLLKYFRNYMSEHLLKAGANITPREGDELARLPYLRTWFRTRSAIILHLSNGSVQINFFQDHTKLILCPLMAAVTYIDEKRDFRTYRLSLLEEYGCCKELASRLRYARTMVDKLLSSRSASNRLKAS
Abeta rescue: restores growth of yeast expressing A-beta42 peptide. actives 0.063% (n = 410,000). Potency, µM (doses to about 46.1 µM), for inactives: at the highest dose growth rescue, actives largely listed as activators. yeast expressing A-beta42, growth rescue, OD600, 48 h; response scale: 0% DMSO, 100% iron-clioquinol control; also: potency is read from the fitted curve at half-maximal effect; nearly all actives have a fitted effect of over 55% in size
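Yeast growth medium received pinned compounds, then yeast cells expressing toxic A-beta were added; plates incubated at 30 C for 48 hr. Growth read as absorbance at 600 nm, normalized to DMSO and equimolar FeCl3 plus clioquinol controls.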
EPAC1 ag: EPAC1 (human) agonism. Potency, µM (titrated, usually from 154 µM), inactives show top-dose activation, hits mostly activators. actives 0.073% (n = 360,000). EPAC1 agonist qHTS, biochemical assay; response scale: 100% = response to 6.5 mM cAMP. AID 720707; also: potency is read from the fitted curve at half-maximal effect; nearly all actives have a fitted effect of over 60% in size
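Multi-concentration qHTS readout: loss of Rap1B-bound BODIPY-GDP fluorescence driven by 100 nM EPAC1 with excess GDP (50 uM), monitored kinetically at room temperature; agonist response expressed relative to 6.5 mM cAMP.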
EPAC1 antag: antagonists of human EPAC1; EPAC1 GEF assay, Rap1b-BODIPY-GDP exchange fluorescence; Potency, µM (top dose mostly 115 µM), inactives show top-dose activity change, negative = inhibition, actives largely listed as inhibitors; actives 0.14% (n = 360,000); AID 720709;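 also: potency is read from the fitted curve at half-maximal effect; plate controls were vehicle for no effect and positive control for full effect; nearly all actives have a fitted effect of over 50% in size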
Active calls of the source: *; ? = inconclusive; / = no result given; [ ] = another dose, or the depositor's remark. Unless noted, calls follow the shape of the dose curve; as a rule, active = well fitted curve in the direction sought with a large enough effect; inconclusive = small, poorly fitted or top-dose-only effect, or another doubt; inactive = no such curve, though single readings can be large; an effect the other way counts as inactive or inconclusive.

SMILES	PI5P4Ka inh	aSyn rescue	WRN helicase inh	FUS suppressor	IL2 activator	PLK1 PBD inh	Abeta rescue	EPAC1 ag	EPAC1 antag
CC1CCCN(Cc2nc3c(c(=O)n(C)c(=O)n3C)n2CC(=O)c2ccccc2)C1 (configuration not stated)	5	0%	2%	-19%	-3.1	0%	13%	-3%	3%
CN1CCN(c2ccccc2/C=N/NC(=O)c2cccnc2)CC1	1	-7%	-2%	-12%	0.8	1%	2%	-3%	-7%
Cc1cc(NS(=O)(=O)Cc2ccccc2)cc(C)c1OCC(=O)N1CCOCC1	5	7%	0%	-8%	-0.5	1%	15%	-3%	-4%
CC(C)(C)n1nnnc1SCC(=O)Nc1nn(-c2ccccc2)nc1C(N)=O	-58*	2%	2%	3%	-1.9	2%	10%	-6%	-16%
CC1CCN(C(=S)NC(=O)C2CCCCC2)CC1	-4	-7%	-16%	-42%	5.7	-1%	1%[9.22 µM]	-8%	-16%
O=C(OCc1c(F)cccc1Cl)c1cnc(Cl)c(Cl)c1	16	6%	12%	-1%	-0.5	-9%	11%	10%	9%
CCOC(=O)CSc1nc(N)cc(=O)[nH]1	2	-12%	12%	-20%	-0.6	-9%	-9%	13%	2%
COc1cc(OC)c(NC(=O)C2CCN(S(=O)(=O)c3ccc4c(c3)CC(C)N4C(C)=O)CC2)cc1Cl (configuration not stated)	0	-10%	-8%	-13%	-0.3	-13%	/	-1%	-34%
O=C(NCCc1ccc2c(c1)OCCO2)c1ccc([N+](=O)[O-])cc1Cl	0	5%	0%	-3%	-0.8	-7%	13%	8%	-9%
COc1cc2cnc(-c3ccccc3)c(-c3cccc(C(F)(F)F)c3)c2cc1OC	1	3%	3%	12%	-0.7	5%	-10%	-10%	-14%
COc1ccc(-c2nc3ccc([N+](=O)[O-])cc3o2)cc1	-1	-8%	2%	-27%	-2.1	-11%	-25%	0%	0%
Cc1ccc(CNC(=O)Cc2ccc(-c3ccccc3)cc2)cc1	/	5%	-3%	-11%	0.4	2%	13%	-4%	0%
COc1ccc(-c2nc3c(-c4ccc(F)cc4)cnn3cc2C)cc1F	-1	1%	-10%	-5%	21	9%	0%	8%	-16%
CC(C)N(C(=O)[C@H]1C[C@H](CC(=O)NCCC2=CCCCC2)C(=O)N2CCc3c([nH]c4ccc(Cl)cc34)[C@]12C)C(C)C	2	-1%	-4%	?	-0.7	-29%	2%	1%	-16%
CC(=O)OC1c2ccccc2C(=O)N1Cc1ccccc1Cl (configuration not stated)	15	1%	-4%	-6%	1.7	-4%	10%	-2%	1%
COC(=O)CCCNc1ncccc1[N+](=O)[O-]	0	2%	-19%	-2%	6.5	-11%	-19%	4%	?
Cc1nc(SCC(N)=O)c([N+](=O)[O-])[nH]1	1	1%	-1%	-12%	-0.9	3%	7%	0%	10%
COc1ccc(O)c(C(=O)c2cnc3onc(C(C)C)c3c2)c1	-21	5%	-4%	23%	-1.6	-20%	3%	10%	5%
COc1ccc(CCC(=O)NCC23CC4CC(CC(C4)C2)C3)cc1	8	6%	-7%[57.1 µM]	31%	-1.0	2%	-7%	2%	6%
COc1ccc(Cn2c(=S)[nH]c3cc(C(=O)NCCCN4CCOCC4)ccc3c2=O)cc1	3	0%	1%	18%	0.5	-7%	-5%	-10%	11%
COC(=O)c1ccc(N2CCN(S(=O)(=O)c3ccccc3)CC2)c([N+](=O)[O-])c1	0	20%	4%	4%	-2.9	-18%	-24%	3%	0%
CCOC(=O)c1c(C)oc2ccc(OC(=O)c3cccs3)cc12	12	-20%	-10%	8%	1.8	-3%	-13%	2%	-25%
O=C(c1cccnc1)N1CCN(c2ccc(Cl)cc2)CC1	5	4%	18%	6%	0.2	-5%	-2%	-4%	14%
O=C(Cn1cnc2c(NCc3ccccc3)ncnc21)NCC1CCCO1 (configuration not stated)	-11	-1%	-1%	-19%	0.3	-2%	-8%	8%	6%
CC(O)CNCCNCc1cccs1 (configuration not stated)	1	1%	3%	-22%	-0.2	-7%	15%	3%	4%
Later entries:
SMILES	PI5P4Ka inh	aSyn rescue	WRN helicase inh	FUS suppressor	IL2 activator	PLK1 PBD inh	Abeta rescue	EPAC1 ag	EPAC1 antag
Cc1ccc(S(=O)(=O)N(CC(=O)N2CCN(c3ccc(F)cc3)CC2)C2CCCCC2)cc1	/	9%	-11%	?	0.3	-3%	18%	23%	-5%
Cc1nc2ncnn2c(C)c1CCC(=O)Nc1ccc(S(=O)(=O)N2CCCCCC2)cc1	/	2%	-2%	12%	-0.6	-6%	1%	11%	-13%
O=C(CSc1nnc(CNC(=O)c2c(F)cccc2Cl)o1)NCc1ccc2c(c1)OCO2	6	-2%	4%	12%	0.0	-13%	7%	0%	0%
Cc1cc(C)c(C(=O)CN2C(=O)NC3(CCCCC3)C2=O)cc1C	2	0%	-3%	5%	-2.4	-19%	0%	10%	-6%
CC(=O)n1cc([C@H]2C=C(C(=O)NCc3ccccc3)O[C@@H](OCc3ccc(CO)cc3)C2)c2ccccc21	-18	-9%	-1%	25µM*	-0.4	-5%	2%	10%	?
CCOC(=O)[C@]12CCCC=C1N(Cc1cccc3ccccc13)C(=O)[C@H](CC(=O)NCc1cccs1)C2	8	14%	-4%	?	-1.2	-7%	-3%	10%	?
O=C(Nc1ccc(C(F)(F)F)cc1)c1cc(-c2cccnc2)nc2ccc(Br)cc12	/	-15%	-20%	8%	2.7	-7%	-7%	5%	1%
C=CCn1c(SCc2ccc(Cl)cc2)nc2c1c(=O)[nH]c(=O)n2C	-8	14%	-19%[57.1 µM]	-6%	-1.1	-14%	13%	-6%	-3%
Cn1c2ccccc2c2cc(/C=N/NC(=O)c3cc(O)cc(O)c3)ccc21	-74*	4%	?	13%	-3.3	-24%	-9%	-9%	?
Cc1cc(C)n(-c2ccc(C(=O)N3CCN(S(=O)(=O)c4ccc(OC(F)(F)F)cc4)CC3)cc2)n1	3	-1%	3%	16%	-1.9	1%	9%	-15%	-12%
COc1ccc(C2=NOC(C(=O)Nc3c(C)n(C)n(-c4ccccc4)c3=O)C2)cc1OC (configuration not stated)	0	-1%	-6%	-17%	0.8	-10%	6%	2%	-2%
O=C(O)c1cc(S(=O)(=O)N2CCCc3ccccc32)ccc1Cl	1	-5%	7%	6%	-1.1	2%	18%	-5%	2%
O=c1c2cc(-c3ccccc3)sc2ncn1-n1cccc1	3	0%	-4%	8%	0.4	-17%	-1%	5%	?
CN(C)c1ccc(CNn2cnnc2SCc2ccccc2F)cc1	/	?	4%	17%	0.0	-7%	-13%	-1%	-3%
O=C(CC1SC(=O)N(Cc2cccc3ccccc23)C1=O)Nc1nccs1 (configuration not stated)	/	-8%	5%	38%	-2.1	-2%	17%	13%	0%
Fc1ccc(F)c(CNc2ncnc3cc(Cl)ccc23)c1	3	4%	-1%	-2%	-3.3	-6%	-3%	1%	-11%
COCCN1C(=O)CCC1(C)C(=O)NC1CCCC1 (configuration not stated)	3	0%	-4%	-14%	0.1	-1%	-10%	3%	11%
CC1=C(C(=O)OCc2ccccc2)C(c2ccc(N3CCOCC3)cc2)NC(=O)N1 (configuration not stated)	-2	0%	-1%	25%	-0.2	-1%	3%	-13%	-1%
CCN(C(=O)Cn1cc(C(=O)C(=O)N2CCOCC2)c2ccccc21)c1ccccc1	-4	12%	-3%	5%	-0.4	5%	7%	-12%	5%
Cc1cc(C(=O)CSc2nnc(Nc3ccccc3F)s2)c(C)n1CC1CCCO1 (configuration not stated)	8	3%	-10%	?	-1.9	-5%	3%	9%	8%

Ten successive compounds out of the list so far, for reference:
SMILES	PI5P4Ka inh	aSyn rescue	WRN helicase inh	FUS suppressor	IL2 activator	PLK1 PBD inh	Abeta rescue	EPAC1 ag	EPAC1 antag
COc1ccc(C2=NOC(C(=O)Nc3c(C)n(C)n(-c4ccccc4)c3=O)C2)cc1OC (configuration not stated)	0	-1%	-6%	-17%	0.8	-10%	6%	2%	-2%
O=C(O)c1cc(S(=O)(=O)N2CCCc3ccccc32)ccc1Cl	1	-5%	7%	6%	-1.1	2%	18%	-5%	2%
O=c1c2cc(-c3ccccc3)sc2ncn1-n1cccc1	3	0%	-4%	8%	0.4	-17%	-1%	5%	?
CN(C)c1ccc(CNn2cnnc2SCc2ccccc2F)cc1	/	?	4%	17%	0.0	-7%	-13%	-1%	-3%
O=C(CC1SC(=O)N(Cc2cccc3ccccc23)C1=O)Nc1nccs1 (configuration not stated)	/	-8%	5%	38%	-2.1	-2%	17%	13%	0%
Fc1ccc(F)c(CNc2ncnc3cc(Cl)ccc23)c1	3	4%	-1%	-2%	-3.3	-6%	-3%	1%	-11%
COCCN1C(=O)CCC1(C)C(=O)NC1CCCC1 (configuration not stated)	3	0%	-4%	-14%	0.1	-1%	-10%	3%	11%
CC1=C(C(=O)OCc2ccccc2)C(c2ccc(N3CCOCC3)cc2)NC(=O)N1 (configuration not stated)	-2	0%	-1%	25%	-0.2	-1%	3%	-13%	-1%
CCN(C(=O)Cn1cc(C(=O)C(=O)N2CCOCC2)c2ccccc21)c1ccccc1	-4	12%	-3%	5%	-0.4	5%	7%	-12%	5%
Cc1cc(C(=O)CSc2nnc(Nc3ccccc3F)s2)c(C)n1CC1CCCO1 (configuration not stated)	8	3%	-10%	?	-1.9	-5%	3%	9%	8%

An unsorted share of the library; overall some 4.1% were active at least once.
